SUMO1 PPI mod: modulators of human SUMO1-mediated protein-protein interactions | P63165 | SUMO1 binding to a labelled peptide, TR-FRET, 1 h | inhibition, % at 20 µM | actives 0.33% (n = 360,000); in the data active = inhibition above about 37%
Rpn11 block: Rpn11 (human) deubiquitinase inhibition. O00487. human 26S proteasome, Ub4-pepOG fluorescence polarization; 20S core pre-blocked with epoxomicin. calls only at 20 µM. actives 0.59% (n = 360,000);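 active = inhibition at 20 µM, scaled to each plate's controls, above about 33%, limit read from the data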
DNMT1 inh: DNMT1 (human) enzyme inhibition; P26358; DNMT1 molecular beacon, Hinp1I cleavage, fluorescence; inhibition (reported as % activation of signal), % at 10 µM; actives 0.83% (n = 360,000); AID 588458; in the data active = inhibition above about 50%
Target sequence (P26358 504-1616 limits assumed): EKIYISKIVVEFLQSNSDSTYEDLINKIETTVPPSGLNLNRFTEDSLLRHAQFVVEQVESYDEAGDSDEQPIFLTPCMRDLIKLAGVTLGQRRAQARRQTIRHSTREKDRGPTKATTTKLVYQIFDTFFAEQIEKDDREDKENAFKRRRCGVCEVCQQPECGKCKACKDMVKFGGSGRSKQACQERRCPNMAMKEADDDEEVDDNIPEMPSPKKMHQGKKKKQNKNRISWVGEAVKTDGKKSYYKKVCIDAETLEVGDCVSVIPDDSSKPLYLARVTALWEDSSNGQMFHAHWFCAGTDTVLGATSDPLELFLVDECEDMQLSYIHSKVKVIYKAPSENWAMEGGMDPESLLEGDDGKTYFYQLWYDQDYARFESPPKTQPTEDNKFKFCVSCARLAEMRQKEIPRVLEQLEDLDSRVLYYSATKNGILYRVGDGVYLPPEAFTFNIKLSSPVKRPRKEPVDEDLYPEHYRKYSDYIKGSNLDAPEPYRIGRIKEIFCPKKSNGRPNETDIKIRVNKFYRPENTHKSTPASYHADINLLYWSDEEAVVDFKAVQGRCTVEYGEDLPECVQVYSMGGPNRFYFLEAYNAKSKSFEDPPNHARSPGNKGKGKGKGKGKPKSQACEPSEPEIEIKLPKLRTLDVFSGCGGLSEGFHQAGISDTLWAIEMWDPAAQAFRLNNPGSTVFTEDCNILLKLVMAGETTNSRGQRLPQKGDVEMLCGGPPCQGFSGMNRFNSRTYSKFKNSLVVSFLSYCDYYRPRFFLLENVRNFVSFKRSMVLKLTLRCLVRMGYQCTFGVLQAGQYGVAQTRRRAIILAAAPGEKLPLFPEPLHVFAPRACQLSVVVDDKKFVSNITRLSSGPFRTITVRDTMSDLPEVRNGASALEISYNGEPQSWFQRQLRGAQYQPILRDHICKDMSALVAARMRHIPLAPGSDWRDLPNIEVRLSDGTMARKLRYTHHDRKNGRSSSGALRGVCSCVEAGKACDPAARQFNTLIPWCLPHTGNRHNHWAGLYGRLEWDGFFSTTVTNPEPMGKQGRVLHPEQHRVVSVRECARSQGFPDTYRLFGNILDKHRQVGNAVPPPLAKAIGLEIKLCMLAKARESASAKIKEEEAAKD
NRP1-CendR mod: NRP-1/CendR interaction modulation | O14786 | FAM-RPARPAR peptide binding to NRP-1, fluorescence polarization | AID 602438 | actives 0.85% (n = 360,000) | inhibition, % at 25 µM;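 active = inhibition or corrected inhibition above about 18%, plus a signal ratio from 0.5 to 1.5, limit read from the data, passing the limit was not always enough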; note: strong numbers were not always called active
NadD inh: inhibitors of Staphylococcus aureus NadD. actives 0.78% (n = 360,000). purified NadD enzyme, colorimetric absorbance read-out. inhibition, % at 20 µM; in the data active = inhibition above about 26%; note: some compounds past the cut are filed as inactive
Scp1 inh: Scp-1 (human) phosphatase inhibition; Q9GZU7; Recombinant Scp1, phosphopeptide, malachite green phosphate absorbance; inhibition, % at 20 µM; actives 0.88% (n = 340,000);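 active = inhibition above about 50% at 20 µM, limit read from the data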;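 note: plate controls were DMSO wells with enzyme for no effect and wells lacking enzyme for full effect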
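Test system: SCP-1 phosphatase catalytic domain, residues 76-261 | Compound dosing: One concentration, 20 µM, with 1.0% DMSO | Schedule: 45 min room-temperature reaction, 5 min colour, 30 min stabiliser | Detection: Absorbance at 630 nm | Read-out basis: % inhibition of SCP-1 phosphate liberation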
LMPTP block: blocks human LMPTP phosphatase. recombinant LMPTP-A, OMFP fluorogenic substrate, fluorescence intensity. inhibition, % at 20 µM. actives 0.22% (n = 360,000). AID 651560;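 active = compounds that cut the enzyme signal by at least half of the control window in the single-dose screen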;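 note: plate controls were DMSO wells with enzyme plus substrate for no effect and substrate without enzyme for full effect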
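Test system: LMPTP-A phosphatase enzyme. Amount: LMPTP-A at 0.625 nM final in the reaction. Reagent: OMFP substrate, 400 µM final. Times: 50 min at room temperature. Signal: endpoint fluorescence intensity from OMFP dephosphorylation. Read-out basis: % inhibition. Benchmarks: no-enzyme and uninhibited controls.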
SKN-1 inh: inhibitors of C. elegans SKN-1 | actives 0.49% (n = 360,000) | inhibition, % at 21.8 µM | C. elegans VP596 Pgst-4::GFP/RFP ratio, acrylamide-induced, 24 h;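 active = interference check ratio from 0.5 to 1.5 plus GFP to RFP signal ratio inhibition reaching or exceeding a fixed threshold, cut at about 30% in these data, passing the limit was not always enough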; note: some compounds called inactive have numbers as strong as hits
MT1-MMP act inh: MT1-MMP (human) activation inhibition; P50281; HT1080 RFP-PRO-GFP cells, GFP/RFP ratio fluorescence, overnight; percent of plate control window, DMSO zero; GFP/RFP ratio change, % at 20 µM; actives 0.061% (n = 360,000);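 active = GFP/RFP ratio change of at least 30% with cell ATP level not reduced by more than half and red fluorescence within 50% of control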; note: strong numbers were not always called active
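Compound: 20 µM single dose, 1% DMSO / System: HT1080 RFP-PRO-GFP cells / Controls: DMSO and RFP-L50D-GFP cell wells / Read-out basis: GFP/RFP fluorescence ratio / Schedule: overnight compound exposure at 37 °C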
STEP block: STEP (human) phosphatase inhibition | recombinant STEP, OMFP fluorogenic substrate, fluorescence | inhibition, % at 20 µM | actives 0.25% (n = 360,000) | AID 588621;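 active = inhibition at 20 µM, scaled per plate between control wells, above about 37%, limit read from the data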;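 note: 0% = DMSO with enzyme and substrate and 100% = substrate only without enzyme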
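Assay system: isolated STEP enzyme. Buffer or medium: pH 6.0 Bis-Tris with DTT and Tween 20. Also added: fluorogenic phosphatase substrate OMFP at 25 µM final. Dosing: 20 µM, 1% DMSO. Timing: 20 min reaction, room temperature, in the dark. Measured by: fluorescence intensity, excitation 480 nm, emission 540 nm. Evaluation: normalized % inhibition.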
An asterisk follows results filed as active; i = inactive; / = no result given; + = active, no number.

SMILES	SUMO1 PPI mod	Rpn11 block	DNMT1 inh	NRP1-CendR mod	NadD inh	Scp1 inh	LMPTP block	SKN-1 inh	MT1-MMP act inh	STEP block
COCCNC(=O)C1CCCN(C(=O)c2ccc3ccccc3n2)CC1 (stereo not drawn)	6	i	2	-11	3	/	-2.5	13	1	0
CC(C)NCCCOc1ccc(Cl)cc1Br	-1	i	-1	16	-9	-5	-2.0	18	-8	-3
Cc1c(C(=O)N(C)C)c2ccc(Cl)cc2n1O	0	i	6	2	0	3	-0.5	-7	3	2
C=CCC[C@@H](Cc1ccc(F)cc1)C(=O)OC[C@H](Cc1c[nH]c2ccccc12)NC(=O)[C@@H](CC=C)CC(=O)N(CCO)Cc1ccccc1	3	i	-34	0	-8	-18	6.4	11	-13	2
CN1CCN(c2ncnc3c2[nH]c2ccc(F)cc23)CC1	-1	i	3	15	4	-2	0.6	2	-1	0
CC(Oc1ccc(Cl)cc1)C(=O)NCCCn1ccnc1 (stereo not drawn)	-5	i	-2	-4	5	-2	-0.6	-6	-5	-2
COCCNC(=O)c1cc(-c2ccccc2)n(CC2CC(c3ccc(OC)cc3)=NO2)n1 (stereo not drawn)	4	i	3	4	3	-5	0.2	2	3	0
CC(C)CC(COCc1cccc(Cl)c1)N1CCN(C(=O)c2ccc(C(F)(F)F)cc2)CCC1=O (stereo not drawn)	9	i	-1	-4	2	4	3.1	-2	-8	1
CN(CC(=O)Nc1cccc2ccccc12)C(=O)/C=C/c1cccs1	-13	i	1	12	0	-5	1.0	-5	-7	0
COC(=O)c1cccc(C(=O)N2CCCC(C(=O)c3cc(F)ccc3F)C2)c1 (stereo not drawn)	-4	i	4	-10	-3	-13	-0.8	-2	1	-7
CC(C)OC(=O)C1C(=O)CC(C)(O)C(C(=O)OC(C)C)C1c1ccc(F)cc1 (stereo not drawn)	0	i	-1	-2	6	-8	0.6	7	0	0
Cc1ccc(C(=O)C2=C(O)C(=O)N(Cc3cccnc3)C2c2ccc(Cl)c(Cl)c2)o1 (stereo not drawn)	2	i	-2	-10	15	19	12	-8	0	6
N#CC1=C(N)N(c2ccc(Cl)c(Cl)c2)C(=O)C1	1	i	-8	7	-6	-1	1.2	12	-5	-1
Cn1cccc1/C=N/NC(=O)c1cc2ccccc2cc1O	-14	i	-3	-16	7	12	2.3	25	2	2
CC(C)CCN(Cc1ccco1)S(=O)(=O)c1csc(C(N)=O)c1	3	i	-5	-7	-2	-3	0.6	12	4	3
Cc1ccc2c(c1)C1(C)C(C(C)(C)N2C=O)C1(Cl)Cl (stereo not drawn)	-1	i	-5	-6	-7	-8	-1.7	-11	-1	6
COc1ccc(Cl)cc1NS(=O)(=O)c1ccc2c(c1)NC(=O)CCS2	-2	i	-4	12	2	-2	0.0	9	-8	1
O=C(Nc1cc(Cl)ccc1O)C1CC(c2c(F)cccc2Cl)=NO1 (stereo not drawn)	10	i	1	-1	-7	-15	1.8	-19	-8	-3
CC(=O)Oc1ccccc1C(=O)N1CCN(S(=O)(=O)c2ccc3ccccc3c2)CC1	-9	i	0	15	-6	-11	0.1	10	-1	3
CC(C)c1cc(C(=O)NNC(=S)NC2CCCCC2)cs1	0	i	3	4	0	0	0.2	-8	2	0
COC(=O)c1cc(C(=O)N2CCN(c3ccccc3OC)CC2)cc([N+](=O)[O-])c1	-16	i	0	7	-1	-3	1.0	7	8	1
CC(C)C(=O)Nc1nnc(SCC(=O)NCc2ccco2)s1	-1	i	4	2	0	-4	-0.3	5	6	-3
Cc1cccc(C)c1NC(=O)N1C(C(=O)O)CSC1C(=O)O (stereo not drawn)	-5	i	-5	14	3	1	-1.3	11	0	-14
COc1ccc(CNC(c2ccccc2)c2ccc(Cl)cc2)cc1 (stereo not drawn)	2	i	-1	1	-3	-5	0.3	-3	-3	-1
CC1CCC(NC(=O)CN2C(=O)NC3(CCCCC3C)C2=O)CC1 (stereo not drawn)	-2	i	3	-6	-1	-8	1.1	2	-5	-2
CCOC(=O)c1cn(CC)c2cc3c(cc2c1=O)OCO3	8	i	-2	-7	0	64*	-0.2	12	4	-1
CCOC(=O)Cn1c(N2CCOCC2)nc2c1c(=O)[nH]c(=O)n2C	-2	i	1	5	5	1	-4.1	-9	2	8
O=C1c2ccccc2-c2ccc(C(=O)N3CCOCC3)cc21	-29	i	6	5	-4	-6	-1.2	-4	-1	-3
C=CCn1c(SC(C)C(=O)NCc2ccc3c(c2)OCO3)nnc1C1CCCCC1 (stereo not drawn)	-1	i	-4	7	1	-8	0.0	23	-1	-2
Cc1ccc(/C=N/N=C2/NC(=O)C(CC(=O)Nc3ccc(Cl)cc3)S2)o1 (stereo not drawn)	-5	i	-5	-6	3	-11	-0.7	-1	9	0
Cc1ccc(CN2CCCN(Cc3c(C)cc(C)cc3C)S2(=O)=O)cc1	4	i	8	17	-3	-13	4.1	7	0	3
Cn1ccc2cc(-c3ccc4ncnc(NCc5cccs5)c4c3)ccc21	2	i	-24	-6	13	39	5.0	12	-3	1
CS(=O)(=O)N(CC(=O)NCCc1ccccc1)C1CCCCC1	4	i	-1	-1	-1	7	-1.5	4	-7	5
CCOc1cc(OCC)cc(C(=O)N2CCC[C@H]2C(=O)N2CCC[C@H]2C(=O)NCc2ccc(F)cc2F)c1	3	/	/	3	2	/	-1.1	7	8	/
CCC(C)(C)n1nnnc1C(c1cccs1)N1CCN(Cc2ccccc2)CC1 (stereo not drawn)	1	i	-5	12	-5	3	-0.4	3	-5	-1
O=C(N/N=C/c1ccc(-c2ccccc2[N+](=O)[O-])o1)c1cncc(Br)c1	-2	i	-20	8	0	-3	2.2	-3	3	4

Limited to Rpn11 block, NadD inh and Scp1 inh, for 2 of the compounds above:
canonical_smiles | Rpn11 block | NadD inh | Scp1 inh
Cc1ccc(C(=O)C2=C(O)C(=O)N(Cc3cccnc3)C2c2ccc(Cl)c(Cl)c2)o1 (stereo not drawn) | i | 15 | 19
N#CC1=C(N)N(c2ccc(Cl)c(Cl)c2)C(=O)C1 | i | -6 | -1

(further entries)
SMILES	SUMO1 PPI mod	Rpn11 block	DNMT1 inh	NRP1-CendR mod	NadD inh	Scp1 inh	LMPTP block	SKN-1 inh	MT1-MMP act inh	STEP block
Cc1ccc(-n2cc(C(C)(C)C)[nH]c2=S)cc1	1	i	1	-10	2	-3	-1.3	-7	5	2
Cc1ccc(S(=O)(=O)NNC(=O)c2ccccc2O)cc1	3	i	0	5	5	9	-0.4	4	-6	3
Cc1noc(C)c1NC(=O)N(C)C[C@H]1OCc2cnnn2CCCC(=O)N([C@@H](C)CO)C[C@H]1C	-11	i	-1	-18	-3	/	-1.0	-10	6	1
CCCOc1cccc(C2C(C(=O)c3cc4ccccc4o3)=C(O)C(=O)N2c2cc(C)on2)c1 (stereo not drawn)	-16	i	-8	-27	15	-14	28	1	5	10
CC(C)CNC(=O)c1cc([N+](=O)[O-])ccc1N1CCCCC1	-30	i	1	3	1	-1	1.4	14	1	1
COC(=O)c1ccc(C(C(=O)NC2CCCCC2)N(Cc2ccc(F)cc2)C(=O)Cc2cccs2)cc1 (stereo not drawn)	-5	i	0	17	1	4	0.5	-5	-17	-1
O=C(O)c1cc(NS(=O)(=O)c2ccc(NC3CCCCC3)c([N+](=O)[O-])c2)cc(C(=O)O)c1	-11	i	3	-34	-3	35	-2.9	17	2	0
Cc1cc(S(=O)(=O)N2CCN(c3ccccc3C)CC2)ccc1F	1	i	5	-1	-9	-14	2.6	-6	-3	6
CC(=O)c1cccc(CN2CCCC(CCC(=O)NCc3ccc(F)c(F)c3)C2)c1 (stereo not drawn)	-4	i	0	4	-4	-5	0.3	3	-3	2
CCNC(=S)/N=C(\N)Nc1nc(C)c2cc(C)ccc2n1	-2	+	-1	-48	0	1	2.1	-1	-6	1
O=C(Oc1ccc(F)cc1C(=O)/C=C/c1cccs1)c1cccc([N+](=O)[O-])c1	-13	i	9	7	0	-16	2.0	4	0	-2
Cc1ccc(S(=O)(=O)N2CCOCC2)cc1C(=O)Nc1ccc(-c2cn3ccsc3n2)cc1	45*	i	-5	0	13	-8	1.5	26	-2	-2
COc1ccc(CNC(=O)C2CCC(CNC(=O)[C@@H]3Cc4ccccc4CN3)CC2)cc1 (stereo partly drawn)	5	i	-2	2	-7	5	-3.5	-2	3	1
C[C@@H]1CN([C@H](C)CO)C(=O)CCCn2nncc2CO[C@@H]1CN(C)S(C)(=O)=O	-11	i	3	-8	-3	/	-2.5	-3	14	3
CCCN(CCC)CC(O)Cn1c2ccccc2c2ccccc21 (stereo not drawn)	2	i	2	2	-7	-1	0.8	10	2	5
Cc1ccc(C(=O)OCC(=O)NC(=O)c2cccn2C)cc1	0	i	0	-9	-1	-4	0.9	5	3	-1
CCCCn1c(N)c(N(CCOC)C(=O)c2cc3c(s2)CCCCC3)c(=O)[nH]c1=O	0	i	-1	1	6	-9	1.1	17	1	2
O=C(CNc1cc(S(=O)(=O)N2CCCC2)ccc1OCC(F)(F)F)Nc1ccc(SC(F)F)cc1	-5	i	-12	-4	2	-8	3.1	6	3	1
O=C1N(Cc2ccccc2)CCCC12CCCN(Cc1ccccc1)C2=O	0	i	3	14	-1	11	-1.9	9	1	1
O=C(NCc1ccccc1)c1cc(C2CCCN(S(=O)(=O)c3ccccc3)C2)on1 (stereo not drawn)	-1	i	-6	7	-1	/	1.1	9	-2	-2
Cc1cc(C)n(-c2nc(NC(C)C)nc(NC(C)C)n2)n1	2	i	3	-3	-4	-10	0.0	-9	8	2
O=C(NCc1ccccc1Cl)C1CCN(S(=O)(=O)c2ccc(N3CCCC3=O)cc2)CC1	-3	i	2	13	2	3	-0.9	14	4	2
CC(C)(C)C1CCC(=NNC(=O)c2cc(-c3ccccc3)n[nH]2)CC1 (stereo not drawn)	1	i	19	-5	2	1	0.1	5	2	-3
Oc1ccccc1-c1csc(-c2ccccc2)n1	-11	i	-1	-3	-4	1	5.8	19	-16	0

Four records drawn at random from the list so far:
SMILES	SUMO1 PPI mod	Rpn11 block	DNMT1 inh	NRP1-CendR mod	NadD inh	Scp1 inh	LMPTP block	SKN-1 inh	MT1-MMP act inh	STEP block
O=C(NCc1ccccc1)c1cc(C2CCCN(S(=O)(=O)c3ccccc3)C2)on1 (stereo not drawn)	-1	i	-6	7	-1	/	1.1	9	-2	-2
O=C1N(Cc2ccccc2)CCCC12CCCN(Cc1ccccc1)C2=O	0	i	3	14	-1	11	-1.9	9	1	1
COc1ccc(CNC(=O)C2CCC(CNC(=O)[C@@H]3Cc4ccccc4CN3)CC2)cc1 (stereo partly drawn)	5	i	-2	2	-7	5	-3.5	-2	3	1
CC(C)(C)C1CCC(=NNC(=O)c2cc(-c3ccccc3)n[nH]2)CC1 (stereo not drawn)	1	i	19	-5	2	1	0.1	5	2	-3

Source: PubChem (Sanford-Burnham Center for Chemical Genomics)
